# APE1 inh – inhibitors of human APE1 endonuclease. P27695. recombinant APE1, TAMRA/BHQ-2 abasic DNA cleavage fluorescence. Potency, µM (titrated, usually from 65.8 µM), inactives show top-dose activity change, negative = inhibition, actives largely listed as inhibitors. 350,000 tested, 0.35% active. AID 2517;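 note: potency is the fitted concentration of half-maximal effect; plate controls were vehicle for no effect and reference inhibitor for full effect; nearly all actives have a fitted effect of over 55% in size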
# Target sequence (P27695 whole entry, looked up): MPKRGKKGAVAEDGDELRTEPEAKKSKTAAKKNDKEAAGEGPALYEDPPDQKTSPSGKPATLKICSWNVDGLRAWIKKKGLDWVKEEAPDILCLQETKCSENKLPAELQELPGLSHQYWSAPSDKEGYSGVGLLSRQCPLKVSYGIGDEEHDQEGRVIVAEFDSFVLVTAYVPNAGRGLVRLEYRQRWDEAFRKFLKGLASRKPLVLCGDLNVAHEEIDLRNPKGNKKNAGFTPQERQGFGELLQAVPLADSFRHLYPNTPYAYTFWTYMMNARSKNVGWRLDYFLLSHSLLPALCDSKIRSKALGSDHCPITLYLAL
#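 0.75 nM APE1 + cpd, 15 min RT; start w/ 50 nM TAMRA/BHQ-2 THF-abasic dsDNA; kinetic fluor 525/598 nm ×3 reads @60 s; Δ(read3−read1); normalized to DMSO and NSC13755 control wells.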
# Glioma ERSR ind – induces the endoplasmic reticulum stress response in human glioma cells; U87-MG GRP78 promoter luciferase reporter, 16 h; Potency, µM, without a hit: at the highest dose activation, most hits filed as activators; 420,000 tested, 0.02% active; AID 602332; note: potency is the fitted concentration of half-maximal effect; series mostly up to about 76 µM; % of control where 0% means no effect; nearly all actives have a fitted effect of over 35% in size
#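 Stably transfected U87-MG human glioma cells carrying a GRP78-based luminescent sensor were seeded at 1000 cells/well, pin-dosed with compounds and incubated 16 h. Luciferase reagent was then added, and end-point luminescence was read after 10 min at room temperature.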
# POLH inh – inhibitors of human DNA polymerase eta; recombinant Pol eta, fluorescent DNA replication assay; AID 588591; 390,000 tested, 1.2% active; Q9Y253; Potency, µM (top dose mostly 114 µM), for the others: at the highest dose activity change, negative = inhibition, actives largely listed as inhibitors; note: potency is the fitted concentration of half-maximal effect; % is set by controls: 0 for no effect and ±100 for the full control effect
# Target sequence (Q9Y253 whole entry, looked up): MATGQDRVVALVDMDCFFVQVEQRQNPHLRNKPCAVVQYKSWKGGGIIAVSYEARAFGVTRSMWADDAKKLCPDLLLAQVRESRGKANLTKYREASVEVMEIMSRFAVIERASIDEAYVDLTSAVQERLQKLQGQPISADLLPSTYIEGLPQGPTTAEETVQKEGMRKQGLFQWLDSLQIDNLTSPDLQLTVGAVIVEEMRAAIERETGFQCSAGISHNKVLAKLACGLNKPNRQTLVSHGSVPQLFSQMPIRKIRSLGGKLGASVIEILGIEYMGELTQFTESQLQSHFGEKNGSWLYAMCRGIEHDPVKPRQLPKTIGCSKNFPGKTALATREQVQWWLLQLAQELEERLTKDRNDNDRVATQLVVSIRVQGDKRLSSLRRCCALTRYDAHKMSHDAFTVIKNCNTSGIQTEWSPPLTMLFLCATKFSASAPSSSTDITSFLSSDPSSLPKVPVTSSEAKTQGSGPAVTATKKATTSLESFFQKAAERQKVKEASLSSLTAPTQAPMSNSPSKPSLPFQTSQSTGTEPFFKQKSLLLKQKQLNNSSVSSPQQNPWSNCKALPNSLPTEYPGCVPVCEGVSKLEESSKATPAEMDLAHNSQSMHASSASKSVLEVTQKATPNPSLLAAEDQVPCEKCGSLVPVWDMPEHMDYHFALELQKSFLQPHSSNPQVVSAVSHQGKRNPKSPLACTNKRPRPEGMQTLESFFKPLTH
#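 Pol eta (10 nM) was preincubated with compounds for 15 min at room temperature, after which fluorescent replication substrate (50 nM final) was added to start the reaction. Fluorescence was read kinetically at 0 and 10 min.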
# POLB inh – DNA polymerase beta (human) inhibition; P06746; Pol beta primer extension/strand displacement, fluorescence kinetic; Potency, µM (top dose mostly 114 µM), for inactives: at the highest dose activity change, negative = inhibition, usual class: inhibitors; 340,000 tested, 1.3% active; note: potency is the fitted concentration of half-maximal effect; % is set by controls: 0 for no effect and ±100 for the full control effect
#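 10 nM enzyme + cpd, 15 min RT; start with substrate 50 nM final; read 0 min and after 10 min RT. Corrected, normalized data; 4-parameter Hill curve fit.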
# POLK inh – blocks human DNA polymerase kappa activity | Q9UBT6 | purified Pol kappa, fluorescent DNA synthesis assay, 10 min | Potency, µM (highest dose often 107 µM), without a hit: top-dose activity, negative = inhibition, hits mostly inhibitors | 400,000 tested, 0.53% active | AID 588579; note: potency is the fitted concentration of half-maximal effect; % is set by controls: 0 for no effect and ±100 for the full control effect
#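 Activity was followed as the change in fluorescence between reads at 0 and 10 min after starting the reaction with 50 nM substrate. Beforehand, 10 nM polymerase had been preincubated with compound for 15 min at room temperature.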
# LDHA inh – inhibitors of human lactate dehydrogenase A. purified LDHA, NADH/diaphorase-resazurin fluorescence; stronger effect = lower value. 480,000 tested, 0.15% active. activity change, % (values are at about 110 or 230 µM); in the data active = activity change below about -30%; inconclusive = mostly about -25% to -30%;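 note: plate controls were DMSO wells for no effect and wells without enzyme for full effect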
#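 Enzyme activity of human lactate dehydrogenase 5 (2 nM; 0.06 mM NADH, 0.2 mM pyruvate, 5 min, RT) is measured via a resazurin/diaphorase fluorescence readout of residual NADH.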
# BLM inh – inhibitors of human Bloom syndrome helicase BLM. recombinant BLM DNA unwinding, fluorescence dequenching. Potency, µM (titrated, usually from 56.1 µM), inactives show at the highest dose activity change, negative = inhibition, usual class: inhibitors. 350,000 tested, 0.2% active. AID 2528;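 note: potency is the fitted concentration of half-maximal effect; plate controls were vehicle for no effect and no enzyme for full effect; nearly all actives have a fitted effect of over 35% in size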
# POLI inh – blocks human DNA polymerase iota activity; Pol iota fluorescent replication assay, 10 min; 390,000 tested, 1% active; Q9UNA4; Potency, µM (highest dose often 115 µM), for inactives: at the top dose activity, negative = inhibition, actives largely listed as inhibitors; note: potency is the fitted concentration of half-maximal effect
#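 Fluorescent replication assay read twice, at 0 min and 10 min after adding 50 nM (final) substrate. Enzyme (10 nM) and compounds were first incubated 15 min at room temperature; enzyme-free buffer wells were negative controls.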
# Apoferritin bind – candidate novel general anesthetic via apoferritin binding; P02791; apoferritin/1-aminoanthracene competitive binding, fluorescence; Potency, µM (top dose mostly 77.5 µM), without a hit: at the top dose activity change, negative = displacement, hits mostly inhibitors; 350,000 tested, 0.074% active; AID 485281; note: potency is the fitted concentration of half-maximal effect; % is set by controls: 0 for no effect and ±100 for the full control effect; nearly all actives have a fitted effect of over 20% in size
#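 Steps: apoferritin (10 uM) was premixed with half-saturated 1-AMA in PBS, compounds were pin-transferred, plates stood 10 min at room temperature, fluorescence was read at 380/535 nm, and curves were fitted with a Hill equation.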
# * hit, by the source's call; ? = inconclusive; / = not tested or not shown; & = joins results of further samples; [ ] = another dose, or the depositor's remark. Unless noted, calls come from the whole dose curve; as a rule, active = well fitted curve in the direction sought with a large enough effect; inconclusive = small, poorly fitted or top-dose-only effect, or another doubt; inactive = no such curve, though single readings can be large; an effect the other way counts as inactive or inconclusive. Not all compounds are listed, so the mix of outcomes need not match the whole.
structure,APE1 inh,Glioma ERSR ind,POLH inh,POLB inh,POLK inh,LDHA inh,BLM inh,POLI inh,Apoferritin bind
O=C(CCCCCn1c(=S)[nH]c2ccc(N3CCOCC3)cc2c1=O)NCc1cccc(Cl)c1,20%,-4%,-11%,0%,-8%,-1,-2%,111%[activator],-2%
CN(C)S(=O)(=O)c1ccc(C(=O)OCC(=O)Nc2sc3c(c2C#N)CCCCC3)cc1,-8%,3%,-20%,?,-15%,-3,-4%,72%[activator],5%
CCOC(=O)c1ccc(Oc2cc(C)nc(SC)n2)cc1,5%,0%,-17%,3%,-11%,-10,-4%,8%,-11%
O=C(NC(=S)Nc1ccc(N2CCCCC2)c(Cl)c1)c1ccc2c(c1)OCCO2,17%,-2%,-16%,1%,1%,1,-10%,60%[activator],-16%
Nc1c(C(=O)Nc2ccccc2)sc2nc(-c3ccco3)ccc12,-3%,3%,-16%,?,-11%,-13,-9%,-10%,4%
CCOC(=O)/C(=C\c1ccc(N2CCC(c3ccccc3)=N2)cc1)C(C)=O,/,1%,?,/,-5%,0,/,-11%,/
Cc1ccc(S(=O)(=O)Nc2cccc(C(=O)N3CCC(C(N)=O)CC3)c2)cc1,1%,-4%,-11%,/,10%,0,/,9%,/
C/C(=N\NC(=O)c1cccc(O)c1)c1ccc(NC(=O)Cc2ccccc2)cc1,0%,7%,-14%,-11%,-2%,1,-1%,9%,-10%
COc1cc(OC)cc(C(=O)NCC2CCCN(Cc3cccc(C(C)=O)c3)C2)c1 (stereo unspecified),32%,-3%,-2%,1%,5%,1,4%,-4%,-6%
CCn1cc(C(=O)NCc2ccccc2OC)c(=O)c2cc(S(=O)(=O)N(C)C)ccc21,-7%,1%,-5%,-3%,-13%,-3,-8%,-6%,0%
C=CCN(C(=O)CN1CCCCC1)c1nc(-c2ccccc2)cs1,33%,6%,-5%,1%,-20%,3,-7%,19%,-14%
CC(C)Oc1ccc(C(=O)Nc2nnc(C3=COCCO3)o2)cc1,5%,2%,-15%,/,2%,3,/,42%[activator],/
O=C(Nc1cccc(S(=O)(=O)N2CCCCC2)c1)c1cnccn1,2%,-2%,-7%,-1%,5%,-10,0%,69%[activator],-20%
COc1ccc(NC(=O)c2cc(S(=O)(=O)N3CCCCC3)ccc2OC)cc1,-24%,-5%,-3%,30%,-1%,-10,-9%,-1%,-13%
CC(=O)c1ccc(N2CCN(C(=O)CCc3ccccc3)CC2)cc1,0%,1%,-6%,5%,-10%,-9,1%,58%[activator],-6%

# The results go on.
structure,APE1 inh,Glioma ERSR ind,POLH inh,POLB inh,POLK inh,LDHA inh,BLM inh,POLI inh,Apoferritin bind
C=CCN1CCN(C(c2ccc(Cl)cc2)c2nnnn2CCc2ccc(OC)c(OC)c2)CC1 (stereo unspecified),0%,-5%,-13%,3%,-1%,-1,5%,?,5%
O=C(NCCN1CCOCC1)c1cc(Cl)ccc1Cl,11%,-1%,-10%,13%,-9%,-6,0%,-2%,-1%
CCOc1ccc(NS(=O)(=O)c2ccc(OC)c(NC(=O)c3ccc4c(c3)OCCO4)c2)cc1,1%,-2%,-20%,-21%,-21%,-8,-8%,14%,3%
Cc1nc(C)c(-c2csc(Nc3cccc(O)c3)n2)s1,-6%,3%,-29%,-13%,-5%,-2,-10%,1%,-19%
COc1ccc(CNC(=O)c2cc(SC)ccc2Cl)cc1OC,-3%,-4%,-14%,0%,-6%,-2,-3%,20%,-13%
CCOC(=O)C1CCN(C(=O)Nc2ccc3c(c2)nc(C)n3C)CC1,-5%,5%,-6%,-2%,-2%,-2,2%,16%,-11%
O=C(O)CNC(=O)c1ccc(NC(=O)/C(=C/c2ccccc2)NC(=O)c2ccco2)cc1,13%,-3%,5%,69%,-12%,-2,-7%,-7%,-4%
COC(CNC(=O)CN1C(=O)COc2ccc(S(=O)(=O)N3CCOCC3)cc21)OC,-12%,2%,-15%,-2%,6%,1,-1%,4%,33%[activator]
O=C1OCCN1C(=O)[C@H]1[C@H](c2ccccc2)C(c2cccc(Cl)c2)=NN1c1ccc(Br)cc1,-17%,-2%&-6%,-3%,/,-9%,-4,-11%,0%,757%[activator]
Cc1cc(C(=O)Oc2cccnc2)ccc1[N+](=O)[O-],1%,-5%,-15%,-2%,0%,4,-7%,-25%,-7%
O=C(NCCc1cccs1)C1CC(c2ccccc2[N+](=O)[O-])=NO1 (stereo unspecified),-1%,3%,2%,13%,2%,0,0%,7%,-16%
CCOc1ccc(NC(=O)CCc2nc3cccnc3n2Cc2ccc(OC)cc2)cc1,/,-3%,-8%,5%,-1%,-6,-12%,-6%,64%[activator]
COc1ccc(CSc2nnnn2C)cc1[N+](=O)[O-],-3%,-1%,-4%,18%,5%,-6,-1%,-11%,-12%
C=CCC[C@@H](Cc1ccc(F)cc1)C(=O)OC[C@@H]1CCCN1C(=O)[C@H](CC=C)CC(=O)N[C@H](CO)Cc1ccccc1,-17%,4%,-30%,/,-5%,6,/,40%,/
COc1cc(NC(=O)C(C)Oc2ccccc2)c(C(=O)O)cc1OC (stereo unspecified),-2%,-6%,-10%,-9%,1%,-5,-1%,25%,6%

# (list continues)
structure,APE1 inh,Glioma ERSR ind,POLH inh,POLB inh,POLK inh,LDHA inh,BLM inh,POLI inh,Apoferritin bind
Cc1cc(CN(C)C(=O)c2cc(COc3ccc(F)cc3Cl)on2)n[nH]1,1%,1%,-14%,42%[activator],-8%,0,-4%,136%[activator],?
Cc1ccc(NC(=O)NC2CCCCCCC2)cc1,-12%,3%,-11%,1%,-17%,-9,0%,3%,-6%
N#CCC(=O)Nc1ccc(C(=O)OCC(=O)N(Cc2ccccc2)C2CCS(=O)(=O)C2)cc1 (stereo unspecified),4%,-4%,-15%,4%,1%,-4,-4%,32%[activator],-9%
O=S(=O)(NCc1ccccn1)c1cccc2nsnc12,10%,-1%,-14%,16%,-11%,-2,0%,-12%,-1%
Cc1cc(C)c[n+](C2=C([O-])c3ccccc3C(=O)/C2=N\S(=O)(=O)c2cccs2)c1,1%,-2%,-9%,14%,-1%,10,-3%,23%,2%
O=C(Cn1cnc2ccccc2c1=O)NCC(=O)N1CCN(Cc2ccc3c(c2)OCO3)CC1,2%,1%,-14%,0%,3%,-2,-1%,11%,-3%
COc1ccc(N(C)C(=O)C2CCCN2S(=O)(=O)c2cccc3nsnc23)cc1 (stereo unspecified),26%,0%,-3%,7%,-6%,-1,1%,-11%,-5%
CC(=O)N/C(N)=N/c1nc2cc(C)ccc2o1,1%,-2%,-6%,-4%,-16%,-6,-3%,-3%,40%[activator]
CC(=O)c1ccc(NC(=O)CCc2nc(-c3ccc(C)cc3)no2)cc1,/,4%,-18%,-29%,-17%,-5,-6%,10%,-9%
O=C(COC(=O)C12CC3CC(CC(Br)(C3)C1)C2)NCc1ccco1,/,-4%,/,/,-2%,-5,/,3%,/
O=C(CCNC(=O)N1CC(=O)Nc2ccccc21)Nc1ccc(Br)cc1F,23%,0%,-14%,-1%,15%,-1,3%,-16%,-2%
CCc1ccccc1NC(=O)CN(C)C(=O)COC(=O)c1cccnc1Cl,5%,-3%,-11%,/,5%,-2,/,-18%,/
Cc1cccc(C(=O)Nc2cccc(C(=O)N/N=C/c3ccc4c(c3)OCO4)c2)c1,22%,1%,-26%,28%,-2%,-5,-7%,-14%,3%
CCOc1ccc(S(=O)(=O)N2CCN(C(=O)c3cc(C4CC4)nn3-c3ccccc3)CC2)cc1,37%,-3%,-17%,/,-4%,-4,/,-8%,/
COc1ccc(OC)c(/C=C/c2ccc3cccc(O)c3n2)c1,11%,/,/,0%,/,12,-9%,/,-4%

# The list continues.
structure,APE1 inh,Glioma ERSR ind,POLH inh,POLB inh,POLK inh,LDHA inh,BLM inh,POLI inh,Apoferritin bind
Cc1cc(=O)oc2ccc(OCC(=O)NCc3ccco3)cc12,17%,-3%,0%,39%,3%,0,-1%,27%,-17%
COc1ccc(S(=O)(=O)N2CCN(C/C=C/c3ccccc3)CC2)cc1F,-15%,-8%,-5%,6%,-13%,0,-12%,26%,40%[activator]
CCOC(=O)c1c(C)[nH]c(CCC(=O)Nc2ccc(N(CC)CC)cc2C)c1C,/,-4%,-8%,14%,-17%[60.1 µM],18,-3%,-17%,54%[activator]
CC(=O)c1ccc(OCc2cc(C(=O)N(C)C(C)c3ccon3)no2)cc1 (stereo unspecified),/,-1%,-3%,/,-9%,-5,/,29%,/
Cc1nc(N2CCN(C)CC2)c2sc(=S)n(-c3ccccc3)c2n1,21%,-2%,-6%,10%,-4%,-7,-14%,-26%,-10%
Cc1ccc(C(C)NC(=O)c2cc3ccccc3oc2=O)cc1C (stereo unspecified),17%,0%,-6%,-18%,-3%,-5,-9%,-18%,?
Cc1cccc(-n2c(N)cc(=O)nc2SC(C)C(=O)NC2CCCCC2)c1 (stereo unspecified),14%,/,/,41%,/,/,-4%,/,-15%
CCOC(=O)C1(C)C=C(Nc2ccc(OC)cc2)C(=O)N1c1ccc(OC)cc1 (stereo unspecified),1%,-1%,-14%,8%,-3%,-1,-1%,8%,0%
C=CCC(C#Cc1ccccc1)[N+](C)(C)CC=C (stereo unspecified),2%,-7%,-3%,19%,-7%,-1&-6,-10%,6%,-5%
Cc1ccc(C)c(C(=O)CSc2n[nH]c(C)n2)c1,-3%,-3%,-21%,24%,-13%,-9,-5%,2%,-11%
Cc1ccc(NC(=O)C(=O)NCCOc2ccc(Cl)cc2)c(C)c1,0%,-5%,-17%,1%,-9%,-7,1%,10%,8%

# Quoted at random: 2 records from the list, in no set order.
structure,APE1 inh,Glioma ERSR ind,POLH inh,POLB inh,POLK inh,LDHA inh,BLM inh,POLI inh,Apoferritin bind
CCOC(=O)C1(C)C=C(Nc2ccc(OC)cc2)C(=O)N1c1ccc(OC)cc1 (stereo unspecified),1%,-1%,-14%,8%,-3%,-1,-1%,8%,0%
COc1ccc(S(=O)(=O)N2CCN(C/C=C/c3ccccc3)CC2)cc1F,-15%,-8%,-5%,6%,-13%,0,-12%,26%,40%[activator]
